NTR1 ag: agonists of NTR1, primary screen, imaging, U2OS cells, beta-arrestin-GFP, high content (AID 493036); Neurotensin receptor type 1 (Homo sapiens), P30989; 330,000 compounds, 0.17% hits; NTR1-U2OS beta-arrestin-GFP spot imaging, agonist mode; activation, % at 20 µM;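 active = activation at or above 40% of the spot to cytoplasm intensity ratio, with at least 20 cells analyzed; inconclusive = wells under 20 cells, flagged as cytotoxic or low count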;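 also: 0% = DMSO without peptide and 100% = 100 nM NTR1 peptide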
Target sequence (P30989 whole entry, looked up): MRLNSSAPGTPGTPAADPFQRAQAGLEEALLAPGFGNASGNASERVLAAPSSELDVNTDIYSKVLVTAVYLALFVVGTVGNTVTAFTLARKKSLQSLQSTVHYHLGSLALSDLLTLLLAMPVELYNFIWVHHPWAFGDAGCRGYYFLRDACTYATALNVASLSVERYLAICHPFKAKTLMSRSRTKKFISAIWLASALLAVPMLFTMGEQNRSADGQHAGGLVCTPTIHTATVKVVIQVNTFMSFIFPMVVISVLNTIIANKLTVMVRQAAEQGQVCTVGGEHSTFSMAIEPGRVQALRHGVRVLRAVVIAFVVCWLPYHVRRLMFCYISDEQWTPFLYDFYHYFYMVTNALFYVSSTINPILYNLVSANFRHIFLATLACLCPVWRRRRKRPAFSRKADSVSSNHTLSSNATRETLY
Large T inhibition: SV40 large T antigen inhibitors, biochemical (AID 1903); 310,000 compounds, 0.39% hits; one-dose inhibition, % at 20 µM; IC50 in µM for titrated hits; SV40 large T antigen ATPase/helicase inhibition assay; higher % means a stronger effect; in the data active = a potency from the dose series; inconclusive = inhibition mostly from about 32% at the one dose, without a potency; inactive = the rest, 99 in 100 with inhibition below about 32%; also: strong numbers were not always called active
GPR55 LPI antagonism: GPR55 antagonists blocking LPI-driven arrestin recruitment, primary screen, imaging, U2OS, beta-arrestin-GFP, LPI agonist (AID 2013); 290,000 compounds, 0.13% hits; U2OS GPR55 beta-arrestin-GFP translocation imaging, LPI antagonism; higher % means a stronger effect; G-protein coupled receptor 55 (Homo sapiens); inhibition, % at 10 µM; hits with a dose series show IC50 in µM;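 active = spots per cell inhibited over 60%, with over 100 cells counted and total cytoplasm intensity under 500,000; inconclusive = wells with under 100 cells, flagged as likely toxic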;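 also: U2OS cells stably carrying GPR55 and arrestin-GFP stimulated by 5 µM LPI near EC80; imaged beta-arrestin-GFP aggregate spots per cell after agonist stimulation; plate controls were LPI-stimulated DMSO wells for no effect and DMSO wells without LPI for full effect; some results filed as inactive read as strong as hits; confirmed hits need IC50 under 10 µM and bright autofluorescent wells are also inconclusive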
NS5 inhibitors: Dengue-2 NS5 methyltransferase inhibitors, primary screen, biochemical, confirmation dose response (AID 588689). Genome polyprotein (Dengue virus type 2 (strain 16681-PDK53)). Dengue-2 NS5 methyltransferase capping enzyme assay, biochemical; higher % means a stronger effect. one-dose inhibition, % at 25 µM; IC50 in µM for titrated hits. 340,000 compounds, 0.3% hits; in the data active = a potency from the dose series; inconclusive = inhibition above about 29% without an active follow-up result
AID2073: inhibitors of Mint1-CaV2.2 protein interaction, biochemical, HTRF (AID 2073); HTRF protein-protein interaction, Mint1-CaV2.2; higher % means a stronger effect; one-dose inhibition, % at 20 µM; IC50 in µM for titrated hits; 290,000 compounds, 0.19% hits; in the data active = inhibition mostly above about 51%, no sharp cut-off; inconclusive = no clear call, values can overlap the other calls; inactive = mostly below about 53%; also: some results filed as inactive read as strong as hits
Yfh1-depleted yeast: enhancers of respiration in Yfh1-depleted yeast, dose response, Friedreich's ataxia, plus single-dose screen (AID 1465). S. cerevisiae Yfh1-off respiration, WST-1 reduction, 72 h; higher fold induction means a stronger effect. one-dose fold induction at 50 µM; EC50 in µM for titrated hits. 220,000 compounds, 0.074% hits;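 active = fold induction of absorbance versus untreated yeast above a set limit, then at least 30% activation at any dose in follow-up; inconclusive = repeats straddling the limit, or above it without dose testing; inactive = fold induction below the set limit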;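 also: activators that raise dye reduction in frataxin-depleted yeast; strong numbers were not always called active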
Rac1 GTP hydrolysis: MgcRacGAP GTPase-activating activity inhibitors, confirmation, biochemical, ADP Hunter fluorescence; Rac GTPase-activating protein 1 (Homo sapiens); MgcRacGAP-stimulated Rac1 GTP hydrolysis, ADP Hunter fluorescence; higher % means a stronger effect; GST-tagged Rac1 F28L mutant substrate; inhibition, % at 30 µM; hits with a dose series show IC50 in µM; 340,000 compounds, 0.6% hits; AID 624330, 2012;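 active = first-screen hits whose inhibition reached a set limit at any dose in the follow-up dose series; inconclusive = inhibition above the set first-screen limit but never retested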;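 also: fluorescence reports GDP produced by GAP-driven GTP hydrolysis; strong numbers were not always called active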
GPR55 activation: GPR55 agonists via beta-arrestin recruitment, primary screen, imaging, U2OS cells, beta-arrestin-GFP redistribution (AID 1961). G-protein coupled receptor 55 (Homo sapiens). U2OS GPR55 beta-arrestin-GFP redistribution imaging; higher % means a stronger effect. activation, % at 10 µM; hits with a dose series show EC50 in µM. 290,000 compounds, 0.048% hits;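 active = activation above 40% with more than 50 cells counted in the well; inconclusive = wells holding fewer than 50 cells, flagged as toxic or sparse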;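 also: U2OS osteosarcoma cells stably expressing GPR55 and beta-arrestin-GFP; plate controls were DMSO negative control for no effect and LPI positive control for full effect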
GPR35 antagonists: GPR35 antagonists blocking zaprinast-driven arrestin recruitment, primary screen, imaging, U2OS, beta-arrestin-GFP, zaprinast agonist (AID 2058) | 290,000 compounds, 0.052% hits | U2OS GPR35 beta-arrestin-GFP translocation imaging, zaprinast antagonism; higher % means a stronger effect | inhibition, % at 10 µM; hits with a dose series show IC50 in µM | G-protein coupled receptor 35 (Homo sapiens);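 active = inhibition of at least 50% with at least 30 cells and total cytoplasm GFP at most 10,000,000; inconclusive = under 30 cells or total GFP of 10,000,000 plus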
NTR1 ag cell count 20 µM: also measured in NTR1 ag; calls as there; cell count; measured here: cell count, cytotoxicity flag
NS5 inhibitors pilot replicate: also measured in NS5 inhibitors; calls as there; inhibition, %; measured here: pilot screen replicate inhibition
Numbers without * were called inactive; i = inactive; ? = inconclusive; . = not tested or not shown.

SMILES	NTR1 ag	NTR1 ag cell count 20 µM	Large T inhibition	GPR55 LPI antagonism	NS5 inhibitors	AID2073	Yfh1-depleted yeast	Rac1 GTP hydrolysis	GPR55 activation	GPR35 antagonists	others
O=C(O)c1ccc(-n2c(-c3cc(-c4ccco4)[nH]n3)n[nH]c2=S)cc1	1.0	38	53%	7%	41%	1%	i	22%	-0.1%	3%
COc1cc2cc(C)c3nnc(SCC(=O)Nc4cc(C)on4)n3c2cc1OC	-0.3	51	1%	6%	-2%	1%	i	8%	-0.3%	-1%
COc1cc(/C(C)=N/NC(=S)NC(C)C)cc(OC)c1OC	0.1	65	11%	6%	-4%	-16%	i	1%	-0.2%	-4%
CSc1ccc(-c2sc(Nc3ccccc3)n[n+]2-c2ccc(F)cc2)cc1	-0.7	88	21%	-5%	-12%	-17%	.	10%	0.6%	-8%
COCc1cc(C)nc(SCC(=O)Nc2ccc(C)c(C)c2)c1C#N	-0.3	77	22%	-12%	6%	1%	i	6%	-0.1%	0%
Cc1nnc(SCC(=O)NCc2ccco2)n1Cc1ccccc1	0.1	52	4%	2%	-4%	6%	i	5%	-0.1%	-12%
Cc1c(CC(=O)NCCC(=O)O)c(=O)oc2cc3oc4c(c3cc12)CCCC4	0.3	66	5%	12%	-1%	42%	.	4%	-0.1%	5%
CC(/C=N/NC(=S)Nc1cccc(S(=O)(=O)N(C)C)c1)c1ccccc1 (stereo not drawn)	1.3	68	11%	-1%	-1%	3%	i	6%	0.1%	-21%
O=C(O)CCS(=O)(=O)c1ccc(-c2ccccc2)cc1	0.5	44	-4%	27%	-5%	7%	i	-10%	-0.2%	-5%
Nc1ccc(C(=O)Oc2ccc([N+](=O)[O-])cc2)c(O)c1	-1.1	81	4%	4%	.	4%	i	.	0.3%	11%
O=C(CSc1ccc(F)cc1)N1CCN(S(=O)(=O)c2ccccc2)CC1	-1.0	49	8%	-3%	-13%	-4%	i	4%	-0.4%	6%
Cc1ccc(N2C(=O)CC(NNc3nc4ccccc4s3)C2=O)cc1 (stereo not drawn)	-0.7	48	11%	3%	-4%	-2%	i	8%	-0.3%	-12%
CCCCN(C(=O)C1CC(=O)N(Cc2ccc(C)cc2)C1)c1c(N)n(CCCC)c(=O)[nH]c1=O (stereo not drawn)	1.3	61	13%	.	0%	.	.	4%	.	.
CC1(C)CC(=O)C2=C(C1)NC(=O)NC2c1ccccc1 (stereo not drawn)	-1.3	35	6%	2%	-7%	?	i	3%	-0.2%	-8%
CCOC(=O)c1[nH]c2ccc(F)cc2c1NC(=O)CN1CCN(C/C=C/c2ccccc2)CC1	20	51	12%	9%	-4%	-1%	.	15%	-0.1%	-2%
COc1cc(NC(=S)Nc2ccc(S(=O)(=O)N3CCOCC3)cc2)cc(OC)c1OC	-0.7	44	24%	0%	-3%	2%	i	10%	-0.1%	12%
COc1cccc(-c2cc(C(=O)Nc3ccccc3SC)no2)c1	4.3	56	5%	0%	-4%	0%	i	9%	-0.1%	-2%
O=C(O)CCN1C(=O)/C(=C\c2cccc(OCc3ccccc3)c2)SC1=S	-1.6	37	14%	6%	41%	9%	.	8%	-0.2%	6%
COC(=O)c1cccc(Nc2ncnc3ccc(C)cc23)c1	-0.2	59	-2%	-5%	1%	4%	i	3%	-0.1%	-10%
CC(C)C[C@@H](NC(=O)C1CCC(CNC(=O)[C@H](Cc2ccccc2)NC(=O)OC(C)(C)C)CC1)C(=O)O (stereo partly drawn)	-0.1	86	.	8%	-3%	3%	.	5%	-0.1%	-6%
Cc1ccc(/C=N/n2c(-c3ccncc3)n[nH]c2=S)o1	-1.6	81	20%	-12%	20%	-6%	i	32%	-0.1%	9%
Cn1c(C(=O)N2CCN(Cc3ccc4c(c3)OCO4)CC2)cc2sccc21	0.6	69	4%	6%	1%	-6%	i	0%	0.2%	-8%
O=C(Nc1ccc(-c2csc(-c3ccccc3)n2)cc1)c1ccccc1Cl	7.6	44	-1%	13%	-3%	9%	i	5%	0.3%	-3%
COC(CNC(=O)c1cn(C)c2ccc(S(=O)(=O)N3CCOCC3)cc2c1=O)OC	-0.6	60	11%	4%	-9%	0%	.	3%	0.3%	-5%
O=C(NCC1CCCO1)c1cc(-c2ccco2)nc2ccccc12 (stereo not drawn)	-1.7	92	23%	21%	5%	29%	i	5%	-0.1%	10%
CCCN1CCN(CCCNC(=O)C2CCN(c3nnc(-n4cccc4)s3)CC2)CC1	0.1	37	15%	9%	-4%	-2%	i	14%	-0.1%	-3%
Cc1ccc2c(c1)N(C(=O)CCC(=O)NCCN1CCOCC1)CCO2	-2.7	52	-2%	4%	1%	-1%	.	5%	-0.1%	0%
C/C(=N\OCC(=O)NC12CC3CC(CC(C3)C1)C2)c1cc2ccccc2o1	5.4	87	9%	20%	-2%	3%	i	13%	-0.3%	-2%
CCN(CC)S(=O)(=O)c1ccc(Cl)c(C(=O)OCC(=O)c2c(N)n(C)c(=O)n(C)c2=O)c1	0.4	46	11%	4%	-2%	10%	i	0%	-0.1%	-1%
O=C(CN1CCN(Cc2ccccc2)CC1)N/N=C/c1ccccc1F	0.4	57	10%	-27%	.	3%	i	.	-0.1%	1%
Cc1ccc(S(=O)(=O)N2CN(CC3CCCO3)c3nc4ccccc4nc32)cc1 (stereo not drawn)	0.9	54	14%	16%	2%	0%	.	4%	-0.1%	1%
COc1ccc(Cc2nnc(SCC(=O)N(c3ccccc3)C(C)C)n(N)c2=O)cc1	4.4	67	9%	.	-1%	.	.	5%	.	.
O=C(NCCN1CCCCC1)Nc1ccccc1Cl	-0.2	64	3%	3%	-1%	4%	.	8%	0.0%	11%	NS5 inhibitors pilot replicate=0.0
CCCCC(CC)C(=O)Nc1cc(=O)[nH]c2nc3ccccc3n12 (stereo not drawn)	6.3	64	8%	12%	0%	19%	.	2%	-0.1%	-3%

Filtered by structure: the entries above with an aryl thioether with sulfur outside any ring.
SMILES	NTR1 ag	NTR1 ag cell count 20 µM	Large T inhibition	GPR55 LPI antagonism	NS5 inhibitors	AID2073	Yfh1-depleted yeast	Rac1 GTP hydrolysis	GPR55 activation	GPR35 antagonists	others
COc1cc2cc(C)c3nnc(SCC(=O)Nc4cc(C)on4)n3c2cc1OC	-0.3	51	1%	6%	-2%	1%	i	8%	-0.3%	-1%
CSc1ccc(-c2sc(Nc3ccccc3)n[n+]2-c2ccc(F)cc2)cc1	-0.7	88	21%	-5%	-12%	-17%	.	10%	0.6%	-8%
COCc1cc(C)nc(SCC(=O)Nc2ccc(C)c(C)c2)c1C#N	-0.3	77	22%	-12%	6%	1%	i	6%	-0.1%	0%
Cc1nnc(SCC(=O)NCc2ccco2)n1Cc1ccccc1	0.1	52	4%	2%	-4%	6%	i	5%	-0.1%	-12%
O=C(CSc1ccc(F)cc1)N1CCN(S(=O)(=O)c2ccccc2)CC1	-1.0	49	8%	-3%	-13%	-4%	i	4%	-0.4%	6%
COc1cccc(-c2cc(C(=O)Nc3ccccc3SC)no2)c1	4.3	56	5%	0%	-4%	0%	i	9%	-0.1%	-2%
COc1ccc(Cc2nnc(SCC(=O)N(c3ccccc3)C(C)C)n(N)c2=O)cc1	4.4	67	9%	.	-1%	.	.	5%	.	.

A portion taken from the entries so far, for reference:
SMILES	NTR1 ag	NTR1 ag cell count 20 µM	Large T inhibition	GPR55 LPI antagonism	NS5 inhibitors	AID2073	Yfh1-depleted yeast	Rac1 GTP hydrolysis	GPR55 activation	GPR35 antagonists	others
O=C(NCCN1CCCCC1)Nc1ccccc1Cl	-0.2	64	3%	3%	-1%	4%	.	8%	0.0%	11%	NS5 inhibitors pilot replicate=0.0
CCCCC(CC)C(=O)Nc1cc(=O)[nH]c2nc3ccccc3n12 (stereo not drawn)	6.3	64	8%	12%	0%	19%	.	2%	-0.1%	-3%

High-throughput results: PubChem BioAssay, several laboratories
